Mtb RmlCD inh – M. tuberculosis RmlC/RmlD coupled enzyme inhibitors, primary screen, biochemical, compound mixtures, 384-well, from 1536-well plates; RmlC+RmlD coupled enzyme assay, percent inhibition; primary screen in compound mixtures; inhibition, % at 3.6 µM; AID 1533, 2009; 0.03% of 160,000 active; in the data active = inhibition mostly above about 34%, no sharp cut-off; also: some results filed as inactive read as strong as hits
Target sequence (P9WH09 whole entry, looked up): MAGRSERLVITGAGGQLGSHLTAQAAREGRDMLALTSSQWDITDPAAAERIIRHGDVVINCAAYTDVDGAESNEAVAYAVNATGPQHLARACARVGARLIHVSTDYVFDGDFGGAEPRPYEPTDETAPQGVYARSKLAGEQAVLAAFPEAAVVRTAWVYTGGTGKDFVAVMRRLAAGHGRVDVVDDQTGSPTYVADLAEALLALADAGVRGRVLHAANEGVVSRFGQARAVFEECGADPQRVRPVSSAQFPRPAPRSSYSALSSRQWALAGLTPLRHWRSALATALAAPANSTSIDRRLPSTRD
Target sequence (P9WH11 whole entry, looked up): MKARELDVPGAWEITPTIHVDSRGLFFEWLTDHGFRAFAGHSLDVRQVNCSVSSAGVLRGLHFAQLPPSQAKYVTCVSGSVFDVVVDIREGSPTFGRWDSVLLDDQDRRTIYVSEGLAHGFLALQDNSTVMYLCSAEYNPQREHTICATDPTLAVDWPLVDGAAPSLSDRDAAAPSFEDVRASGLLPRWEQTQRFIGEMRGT
M. tuberculosis GlmU – inhibition of mycobacterial GlmU enzyme – biochemical, glucosamine-1-phosphate acetyltransferase (AID 1376); Bifunctional protein GlmU (Mycobacterium tuberculosis (strain ATCC 25618 / H37Rv)); M. tuberculosis GlmU acetyltransferase enzyme assay; higher % means a stronger effect; inhibition, %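 (tested at 30 µM in the primary screen)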; hits with a dose series show IC50 in µM; 0.25% of 220,000 active; in the data active = inhibition above about 13%;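 also: 0% = complete reaction with vehicle and 100% = reaction without substrate; strong numbers were not always called active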
* hit, by the source's call; nt = not tested or not shown. Only part of the results is shown; rates above refer to the full screens.

Values run as follows: Mtb RmlCD inh | M. tuberculosis GlmU
O=C(c1ccccc1)N1CCN(c2n[nH]c(=O)[nH]c2=O)CC1
    -15 | -5.0%
Cc1cc(C)c(C(=O)Nc2ccc(S(=O)(=O)Nc3onc(C)c3C)cc2)c(C)c1
    8 | -6.2%
Cc1cc(SCC(=O)Nc2ncc(Cl)cc2Cl)nc2ccccc12
    4 | 2.1%
COCCn1c(N)c(C(=S)NC(=O)c2cccs2)c(=O)[nH]c1=O
    7 | 2.6%
COc1ccc(N2CCN(C(=O)c3ccc(Cn4c(=S)[nH]c5ccc(N6CCOCC6)cc5c4=O)cc3)CC2)cc1
    -7 | -0.7%
CN(C)c1ccc(NC(=O)N2CCOCC2)cc1
    nt | -1.5%
COc1ccc(NC(=O)c2cc(S(=O)(=O)Nc3ccc(OC)cc3)cs2)cc1
    10 | 3.3%
CCOc1ccc(C2C(C(=O)OC)=C(C)N=C3SCCC(=O)N32)cc1OCC (stereo not drawn)
    -7 | 1.0%
COCCCn1c(N)c(C(=O)NCCC(C)C)c2nc3ccccc3nc21
    -48 | 2.1%
C=CCn1c(SCC(=O)NCCC2=CCCCC2)nc2ccc(Cl)cc2c1=O
    7 | 12%
CC1Cc2cc(/C(O)=C3/C(=O)C(=O)N(CCN4CCOCC4)C3c3ccc(C(C)C)cc3)ccc2O1 (stereo not drawn)
    -1 | 1.9%
CCOC(=O)C1CCN(Cc2cn[nH]c2-c2ccccc2)CC1
    17 | -0.3%
CCOC(=O)C1=C(C)C(c2ccc(OC)cc2)NC(=O)N1 (stereo not drawn)
    1 | -6.1%
O=C(O)CSc1nnc(-c2ccncc2)n1C1CCCCC1
    -8 | -4.1%
COC(=O)c1ccc(CNC(=O)c2cc3ccccc3oc2=O)cc1
    -8 | 2.9%
CC(C)C(=O)N1CCC2(CC1)Oc1ccc(Cl)cc1C(=O)C21CC(c2cccnc2)=NO1 (stereo not drawn)
    7 | 11%
Cc1c(C(=O)N2CCCC(C)C2)sc2ncnc(N3CCCCC3C)c12 (stereo not drawn)
    -6 | -2.0%
CC(O)(CS(=O)(=O)c1cccc(C(F)(F)F)c1)C(=O)Nc1ccc(C(F)(F)F)cc1 (stereo not drawn)
    nt | 2.5%
C(=C\c1ccccc1)/CSc1nnc(-c2cccnc2)o1
    9 | -5.7%
O=C(CSc1ccc2c(c1)OCCO2)Nc1cccnc1
    27 | -1.5%

An excerpt from the list above:
Values run as follows: Mtb RmlCD inh | M. tuberculosis GlmU
O=C(O)CSc1nnc(-c2ccncc2)n1C1CCCCC1
    -8 | -4.1%
COC(=O)c1ccc(CNC(=O)c2cc3ccccc3oc2=O)cc1
    -8 | 2.9%
CC(C)C(=O)N1CCC2(CC1)Oc1ccc(Cl)cc1C(=O)C21CC(c2cccnc2)=NO1 (stereo not drawn)
    7 | 11%
Cc1c(C(=O)N2CCCC(C)C2)sc2ncnc(N3CCCCC3C)c12 (stereo not drawn)
    -6 | -2.0%
CC(O)(CS(=O)(=O)c1cccc(C(F)(F)F)c1)C(=O)Nc1ccc(C(F)(F)F)cc1 (stereo not drawn)
    nt | 2.5%
C(=C\c1ccccc1)/CSc1nnc(-c2cccnc2)o1
    9 | -5.7%

(more compounds)
Values run as follows: Mtb RmlCD inh | M. tuberculosis GlmU
O=C(NN1C(=O)/C(=C\c2cccnc2)SC1=S)c1ccco1
    -10 | 3.4%
O=C(/C(=C(\[O-])c1ccccc1)[n+]1ccc2ccccc2c1)c1ccc([N+](=O)[O-])cc1
    10 | -8.8%
CCOC(=O)c1c(C)[nH]c(C2=NNC(=Nc3ccc(OCC)cc3)SC2)c1C
    nt | 2.6%
COc1cccc(-c2nnc3sc(-c4ccc(C)cc4)nn23)c1
    -3 | nt
COc1ccc2[nH]c3c(N4CCC(O)(c5cccc(C(F)(F)F)c5)CC4)ncnc3c2c1
    -7 | 1.0%
CCOC(=O)c1c(CSC(=N)N)n(C)c2cc(Br)c(OC(C)=O)cc12
    -10 | -3.2%
CCCCCC(=O)N/N=C/c1ccc(N(C)C)cc1
    nt | -3.6%
CCOC(=O)C1CCCN(C(=O)C2CCN(S(=O)(=O)c3cnc[nH]3)CC2)C1 (stereo not drawn)
    -9 | 3.4%
O=C(O)CC/C(=C\c1ccc(Cl)c([N+](=O)[O-])c1)c1nc2ccccc2s1
    nt | -1.6%
S=C1NCCOCCOCCOCCOCCN1
    nt | -3.3%
Cc1ccccc1OCC1CN(CN2CCOCC2)C(=O)O1 (stereo not drawn)
    nt | -0.2%
O=C(COC(=O)c1cc(S(=O)(=O)N2CCOCC2)cs1)c1ccccc1
    nt | 4.3%
O=C(CSc1nnc(-c2ccc(NS(=O)(=O)c3ccccc3)cc2)o1)NCC1CCCO1 (stereo not drawn)
    nt | 1.6%
O=C(O)COc1ccccc1/C=N/NC(=O)CSc1nc2ccccc2c(=O)n1-c1ccccc1
    -9 | 2.5%
CCn1cc(Cl)c(C(=O)Nc2cc(C(=O)OC)cc(C(=O)OC)c2)n1
    nt | 5.8%
CCCCc1nc(S(=O)(=O)c2ccc(Cl)cc2)c(N2CCOCC2)o1
    nt | 1.6%
CCCOC(=O)CSC1=C(C#N)C(c2ccccc2Cl)CC(=O)N1 (stereo not drawn)
    6 | nt
O=C1NC(=O)C(=Cc2ccc3c(c2)OCO3)C(=O)N1
    -13 | 0.8%
O=C(Nc1nc2ccccc2s1)c1cc(-c2ccccc2)nn1-c1ccccc1
    6 | 1.8%
O=C(NC(=S)N(Cc1ccccc1)c1ccccn1)C1CC1
    -11 | 1.1%

(list continues)
Values run as follows: Mtb RmlCD inh | M. tuberculosis GlmU
CCc1nnc(NC(=O)CSc2nc(-c3ccc(F)cc3)cc(-c3ccccc3)c2C#N)s1
    -11 | -3.8%
COCc1c(C(=O)OCc2c(C)noc2C)oc2ccccc12
    nt | -3.8%
COc1ccc(-c2cc(C(=O)O)nc3ccc4ccccc4c23)cc1OC
    -8 | 1.3%
CCOC(=O)Nc1cc(Br)c2c(c1)OCCO2
    -9 | -1.7%
CC12CC3(C)CC(C)(C1)CC(C(=O)NC(=S)N1CCCC1)(C2)C3
    -2 | 4.1%
Cc1ccccc1NC(=O)c1ccc(OCC(=O)Nc2ccccc2F)cc1
    -9 | -5.1%
CCOc1cnc(C(=O)NNC(=O)c2ccccc2Br)o1
    21 | nt
Cc1cccc2cc(C(c3nnnn3C(C)(C)C)N(Cc3ccco3)CC3CCCO3)c(=O)[nH]c12 (stereo not drawn)
    3 | 7.5%
CCn1c(CC(=O)Nc2ccc(C)c(Cl)c2)nnc1SCc1ccc(Cl)c(Cl)c1
    nt | -3.1%
Clc1ccc(-c2cn3cccnc3n2)cc1
    10 | -9.9%
O=C(CCC1CCCC1)N1CCC(N2CCN(c3ccccc3)CC2)CC1
    4 | 3.4%
CCOC(=O)c1cc(NC(=O)c2cccnc2)cc(C(=O)OCC)c1
    1 | -3.9%
COc1ccc(C(=O)NCC(C)CN(C)C)cc1 (stereo not drawn)
    -2 | 7.7%
O=C(CN(c1ccccc1F)S(=O)(=O)c1ccccc1)N1CCCCCC1
    nt | 5.1%
CCOC(=O)C(=CNc1cc(C)ccc1C)C(=O)OCC
    -9 | nt
CCN(C(=O)COC(=O)c1c(C)c(-c2ccccc2)nc2ccccc12)C1CCS(=O)(=O)C1 (stereo not drawn)
    nt | -1.5%
CCc1ccc2nc(/N=C(\N)NC(=O)c3ccccc3)nc(C)c2c1
    9 | 1.7%
NS(=O)(=O)c1ccc(C(=O)Nc2ccc(-c3nc4cccnc4s3)cc2)cc1
    7 | 0.2%
Cc1sc2ncnc(SCC(=O)NNC(=O)COc3cccc4ccccc34)c2c1C
    nt | 0.1%
CC(C)C(=O)Nc1nnc(SCC(=O)NCc2cccs2)s1
    6 | nt

The list goes on.
Values run as follows: Mtb RmlCD inh | M. tuberculosis GlmU
O=[N+]([O-])c1cccc(S(=O)(=O)N2CCCCCC2)c1
    nt | -3.5%
O=C(c1ccc(F)cc1)C1CCN(C(=O)NCc2ccccc2)CC1
    nt | 4.1%
C/C(N)=C(/C#N)C(=O)COC(=O)c1cc2c(s1)CCCC2
    7 | -0.2%
Cc1ccc2c(CC(=O)N3CCN(c4ccccc4)CC3)coc2c1
    nt | -1.1%
CCOC(=O)C1=C(C)NC(=S)NC1/C=C/c1ccccc1 (stereo not drawn)
    -6 | -3.3%
CCOC(=O)N1CCC(C(=O)Nc2ccc(OCC)cc2)CC1
    5 | -3.4%
Cc1ccc(/C=N/NC(=O)c2ccco2)cc1
    1 | 4.4%
O=Cc1ccc2noc(-c3ccc(Cl)cc3)c2c1
    nt | -5.6%
Cc1cc(C)c(S(=O)(=O)Nc2ccccc2C(=O)OCC(=O)NCc2ccccc2)c(C)c1
    8 | 2.4%
CCC1S/C(=N/N=C/c2ccco2)N(Cc2ccc(F)cc2)C1=O (stereo not drawn)
    -12 | -3.6%
O=C(Nc1cccc(NC(=O)N2CCN(c3ccccc3)CC2)c1)N1CCN(c2ccccc2)CC1
    0 | -4.2%
O=[N+]([O-])c1ccc(/C=C/C2=NN(c3ccccc3)C(c3ccco3)C2)cc1 (stereo not drawn)
    9 | 0.9%
COc1ccc(NC(=O)c2ccccc2S(=O)c2ccccc2C#N)cc1 (stereo not drawn)
    -7 | -2.6%
O=C1c2ccccc2COc2ccc(O)cc21
    -7 | 1.7%
Cc1cc2c(c(N3CCOCC3)n1)C(=O)OC2
    4 | -4.7%
O=C(NC(=O)N1CCCC1)c1csnn1
    4 | 4.6%
Cc1ccc(Cn2nnc3c(=O)n(CC(=O)NCc4ccccc4)cnc32)cc1
    -9 | -3.9%
O=C(c1cn(-c2ccccc2)nc1-c1cccs1)N1CCN(c2ccccn2)CC1
    -8 | 3.8%
CCCNC(=O)COC(=O)c1ccccc1C(=O)c1ccc(Cl)c([N+](=O)[O-])c1
    -7 | 4.1%
Cc1cc(/C=N/NC(=O)C(=O)N2CCCC2)c(C)n1-c1cccc(Br)c1
    15 | -0.3%

(more compounds)
Values run as follows: Mtb RmlCD inh | M. tuberculosis GlmU
COc1ccc(C2=Nn3c(nnc3-c3ccccn3)SC2)cc1
    nt | 2.6%
COc1cc(S(=O)(=O)N2CCN(c3ccccc3)CC2)ccc1Cl
    12 | 4.4%
Cc1cc(C)cc(OCC(=O)Nc2ccc(S(=O)(=O)Nc3ccccn3)cc2)c1
    3 | -1.3%
CCCOc1ccc2ccccc2c1/C=N/n1cnnc1
    0 | 9.2%
CCCNC(=O)N1[C@H]2CC[C@@H]1C(C(=O)OC)=C(c1cc3ccccc3o1)C2
    nt | -2.7%
OCC[n+]1ccc(/C=C/c2c[nH]c3ccccc23)cc1
    -9 | -0.1%
O=P(COCCCCCOCP(=O)(c1ccccc1)c1ccccc1)(c1ccccc1)c1ccccc1
    2 | -5.1%
COc1ccc(-c2nnc3sc(-c4cccs4)nn23)cc1OC
    -5 | 2.8%
S=C(NCc1cccnc1)Nc1ccc(Oc2ccc(Cl)cc2)cc1
    nt | 3.5%
O=C(CSc1ncc(-c2ccccc2)[nH]1)Nc1ccccc1F
    10 | 2.5%
O=C(O)/C(=C/c1ccco1)c1ccccc1
    -11 | -6.0%
CCCN(CCC)CCCNC(=S)Nc1ccc2nc(N3CCCC3)cc(C)c2c1
    2 | -6.3%
Cc1cc(NC(=O)Cn2c(=O)n(Cc3ccccc3)c(=O)c3ccccc32)no1
    4 | nt
COCc1cc(=O)n2[nH]c(-c3ccsc3-n3c(C)ccc3C)cc2n1
    7 | 1.8%
O=C(CCCCCN1C(=O)CCC1=O)Nc1ccc2c(c1)OCCO2
    2 | -5.3%
COc1ccc(-c2noc(=O)n2CC(=O)N2CCC(Cc3ccccc3)CC2)cc1
    -5 | 2.3%
COCCCC1CCN(C(=O)CCc2nnc(CCCCc3ccccc3)o2)CC1
    -5 | -0.9%
COC(=O)CC/C(O)=C1\C(=O)CC(C)(C)CC1=NCc1nc2ccccc2[nH]1
    -2 | 1.1%
Cc1ccc(S(=O)(=O)NC(=O)COc2ccccc2C(N)=O)cc1
    10 | 4.3%
CCCC(c1nnnn1C1CCCC1)N1CCN(c2ccccc2F)CC1 (stereo not drawn)
    nt | 7.6%

(further entries)
Values run as follows: Mtb RmlCD inh | M. tuberculosis GlmU
O=C(COC(=O)C1CSC2(c3ccc(F)cc3)CCC(=O)N12)NC(=O)NC1CCCC1 (stereo not drawn)
    -13 | -3.5%
Cc1cccc(C)c1N(CC(=O)Nc1cccc(N(C)S(C)(=O)=O)c1)S(C)(=O)=O
    nt | 0.9%
O=C(O)c1ccc(-n2c(-c3ccccc3)n[nH]c2=S)cc1
    2 | -1.0%
CCc1ccccc1NC(=S)N(Cc1ccco1)C(C)c1cccs1 (stereo not drawn)
    8 | 3.0%
CCS(=O)(=O)NCCc1csc(-c2ccc(OC)c(OC)c2)n1
    15 | 5.4%
CSc1nnc2n(Cc3ccccc3)c(=O)c3c4c(sc3n12)COC(C(C)C)C4 (stereo not drawn)
    2 | nt
COc1ccc(N2CCN(C(=O)/C(C#N)=C/c3ccccc3)CC2)cc1
    -2 | -7.2%
COc1ccc(C(=O)N2CCCC(C(=O)N3CCCCCC3)C2)cc1 (stereo not drawn)
    nt | 9.2%
CN(C)C(=O)COc1ccc(Oc2ccccc2)cc1
    1 | -1.3%
Cn1c(=O)n(CC(=O)NCc2cccnc2)c2ccccc21
    6 | 2.3%
Cc1ccccc1NC(=O)c1ccccc1O
    5 | -5.0%
CCCCc1ccc(NC(=O)N[C@H](C(=O)O)C(C)C)cc1
    -11 | -3.3%

Bioassay records deposited in PubChem by several laboratories.
